APEX1 inh: APE1 (human) endonuclease inhibition; recombinant APE1, TAMRA/BHQ-2 abasic DNA cleavage fluorescence; Potency, µM (titrated, usually from 65.8 µM), for inactives: top-dose activity change, negative = inhibition, usual class: inhibitors; 0.35% of 350,000 active;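 further: potency means the concentration at half of the fitted maximal effect; plate controls were vehicle for no effect and reference inhibitor for full effect; nearly all actives have a fitted effect of over 55% in size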
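Kinetic fluorescence read (525 ex/598 em nm, three reads 60 s apart) of AP-site incision; signal = third minus first read. Enzyme 0.75 nM, dual-labelled THF duplex 50 nM, compound preincubation 15 min RT.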
Anesthetic bind: binds horse apoferritin like a general anesthetic; 0.074% of 350,000 active; Potency, µM (doses to about 77.5 µM), for inactives: at the highest dose activity change, negative = displacement, hits mostly inhibitors; P02791; apoferritin/1-aminoanthracene competitive binding, fluorescence; further: potency means the concentration at half of the fitted maximal effect; on the % scale 0 is the no-effect control and ±100 the full control effect; nearly all actives have a fitted effect of over 20% in size
Target sequence (P02791 2-175 limits assumed): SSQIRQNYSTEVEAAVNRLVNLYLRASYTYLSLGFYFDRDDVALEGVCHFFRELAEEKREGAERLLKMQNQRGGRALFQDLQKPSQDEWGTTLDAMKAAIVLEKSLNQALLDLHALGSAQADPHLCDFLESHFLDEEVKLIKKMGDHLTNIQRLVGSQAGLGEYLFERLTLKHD
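Steps: apoferritin (10 uM) was premixed with half-saturated 1-AMA in PBS, compounds were pin-transferred, plates stood 10 min at room temperature, fluorescence was read at 380/535 nm, and curves were fitted with a Hill equation.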
Pol kappa inh: inhibitors of human DNA polymerase kappa; purified Pol kappa, fluorescent DNA synthesis assay, 10 min; Potency, µM (titrated, usually from 107 µM), without a hit: at the highest dose activity, negative = inhibition, actives largely listed as inhibitors; 0.53% of 400,000 active; AID 588579; further: potency means the concentration at half of the fitted maximal effect; on the % scale 0 is the no-effect control and ±100 the full control effect
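Readout: fluorescence, taken kinetically at 0 and 10 min. Conditions: 10 nM Pol kappa, 15 min RT compound preincubation, 50 nM substrate final. Controls: enzyme-free buffer wells.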
ALOX12 inh: ALOX12 (human) lipoxygenase inhibition | P18054 | purified 12hLO, xylenol orange hydroperoxide absorbance | Potency, µM (highest dose often 108 µM), inactives show at the highest dose activity change, negative = inhibition, actives largely listed as inhibitors | 1.1% of 580,000 active; further: potency means the concentration at half of the fitted maximal effect; on the % scale 0 is the no-effect control and ±100 the full control effect
Target sequence (P18054 whole entry, looked up): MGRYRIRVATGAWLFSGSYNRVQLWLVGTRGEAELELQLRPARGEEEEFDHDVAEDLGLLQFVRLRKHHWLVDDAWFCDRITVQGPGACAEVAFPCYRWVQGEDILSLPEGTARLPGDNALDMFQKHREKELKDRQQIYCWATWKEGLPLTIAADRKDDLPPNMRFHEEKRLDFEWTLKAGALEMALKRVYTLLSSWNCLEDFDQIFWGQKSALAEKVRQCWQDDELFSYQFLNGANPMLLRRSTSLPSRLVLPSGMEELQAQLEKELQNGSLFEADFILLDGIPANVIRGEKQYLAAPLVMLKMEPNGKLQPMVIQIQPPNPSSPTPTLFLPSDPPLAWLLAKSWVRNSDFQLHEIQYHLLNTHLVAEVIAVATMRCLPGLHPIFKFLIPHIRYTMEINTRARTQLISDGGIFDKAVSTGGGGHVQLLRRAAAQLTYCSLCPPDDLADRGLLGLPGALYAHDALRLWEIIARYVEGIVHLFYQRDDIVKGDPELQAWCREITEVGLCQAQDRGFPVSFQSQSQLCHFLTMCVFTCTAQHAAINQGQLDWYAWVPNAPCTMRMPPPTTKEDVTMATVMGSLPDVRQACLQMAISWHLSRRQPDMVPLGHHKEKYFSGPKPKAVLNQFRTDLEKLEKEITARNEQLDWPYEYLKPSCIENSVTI
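Hydroperoxide product was detected by ferrous iron/xylenol orange as the 573 to 405 nm absorbance ratio. Arachidonic acid at 40 uM (final) was turned over for 30 min at room temperature by 150 nM human 12hLO, pH 7.0 Hepes buffer, after 15 min compound preincubation.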
Pol eta inh: DNA polymerase eta (human) inhibition. Q9Y253. recombinant Pol eta, fluorescent DNA replication assay. Potency, µM (doses to about 114 µM), for inactives: top-dose activity change, negative = inhibition, usual class: inhibitors. 1.2% of 390,000 active. AID 588591; further: potency means the concentration at half of the fitted maximal effect; on the % scale 0 is the no-effect control and ±100 the full control effect
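Pol eta at 10 nM preincubated with compounds 15 min at room temperature; reaction started with fluorescent substrate (50 nM final) and read kinetically at 0 and 10 min.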
RGS4 inhibitor: human RGS4 inhibition; Transcreener GDP fluorescence polarization, RGS4-accelerated GTP hydrolysis; P49798; Potency, µM (highest dose often 114 µM), inactives show at the highest dose activity change, negative = inhibition, hits mostly inhibitors; AID 504845; 0.039% of 390,000 active; further: potency means the concentration at half of the fitted maximal effect; on the % scale 0 is the no-effect control and ±100 the full control effect; nearly all actives have a fitted effect of over 75% in size; some results filed as inactive show a strong effect at the top dose
Target sequence (P49798 whole entry, looked up): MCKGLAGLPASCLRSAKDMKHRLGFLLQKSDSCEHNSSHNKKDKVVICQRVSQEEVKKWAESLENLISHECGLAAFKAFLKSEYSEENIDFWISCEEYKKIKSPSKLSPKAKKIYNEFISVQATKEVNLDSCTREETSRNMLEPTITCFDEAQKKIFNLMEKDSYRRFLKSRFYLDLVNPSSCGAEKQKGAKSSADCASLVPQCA
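MLSMR compounds (23 nl, pin-transferred) preincubated 10 min at room temperature with a 500nM (2x) first reagent, then RGS4 at 900nM (2x) plus Transcreener GDP mix added; fluorescence polarization (620/688 nm) read before and after 90 min at 30 °C.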
LDHA inh: LDHA (human) enzyme inhibition. activity change, % (values are at about 110 or 230 µM). purified LDHA, NADH/diaphorase-resazurin fluorescence; stronger effect = lower value. AID 1347041. 0.15% of 480,000 active; in the data active means activity change below about -30%; inconclusive means mostly about -25% to -30%;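 further: plate controls were DMSO wells for no effect and wells without enzyme for full effect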
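Remaining NADH was detected by diaphorase (0.133 mg/mL) converting 37 µM resazurin to fluorescent resorufin, read at 0 and 20 minutes. The preceding 5-minute room-temperature reaction used 2 nM LDHA, 0.2 mM sodium pyruvate and 0.06 mM NADH at pH 7.4.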
POLB inh: blocks human DNA polymerase beta activity | P06746 | Pol beta primer extension/strand displacement, fluorescence kinetic | Potency, µM (top dose mostly 114 µM), without a hit: at the highest dose activity change, negative = inhibition, actives largely listed as inhibitors | 1.3% of 340,000 active; further: potency means the concentration at half of the fitted maximal effect; on the % scale 0 is the no-effect control and ±100 the full control effect
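10 nM enzyme + cpd, 15 min RT; start with substrate 50 nM final; read 0 min and after 10 min RT. Corrected, normalized data; 4-parameter Hill curve fit.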
ERG Ets-DNA blk: ERG Ets/DNA interaction inhibition; 0.028% of 370,000 active; Potency, µM (titrated, usually from 76.9 µM), without a hit: top-dose FP activity, negative = inhibition, actives largely listed as inhibitors; fluorescence polarization, His-ERG Ets domain / labelled DNA; active means well fitted inhibition curve with a large enough effect in the polarisation, with a control signal flat; inconclusive means small, poorly fitted or top-dose-only effect, or effect the other way, or a change in a side signal; inactive means no such curve, though single readings can be large or run the other way; the % refers to the polarisation;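 further: polarization taken with two DNA probes labelled with fluorescein and Texas red; potency means the concentration at half of the fitted maximal effect; % of control where 0% means no effect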
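His-tagged ERG Ets domain (1 uM in the protein solution; 300mM KCl, 50mM Tris-HCl, 1mM EDTA, 1mM DTT, pH 7.5) received compound, then a probe mix of 5 nM fluorescein-DNA and 100nM Texas-615-DNA. Fluorescence polarization was read for both dyes.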
Starred values were filed as active, the others as inactive; ? = inconclusive; · = not tested or not shown; & = joins results of further samples; [ ] = another dose, or the depositor's remark. Unless noted, the call rests on the fitted dose curve; in most records, active means well fitted curve in the direction sought with a large enough effect; inconclusive means small, poorly fitted or top-dose-only effect, or another doubt; inactive means no such curve, though single readings can be large; an effect the other way counts as inactive or inconclusive. A portion of the library; count on the stated rates, not on these rows.

SMILES | APEX1 inh | Anesthetic bind | Pol kappa inh | ALOX12 inh | Pol eta inh | RGS4 inhibitor | LDHA inh | POLB inh | ERG Ets-DNA blk
Cc1cccc(N2CCN(C(=O)Cn3c(=O)c4cccn4c4ccc(F)cc43)CC2C)c1 (centres undefined) | · | 24% | 12% | 0% | -18% | -16% | 8 | 4% | 2%
CCC(NC(=O)NC1=NCCS1)(C(F)(F)F)C(F)(F)F | 2% | -16% | -10% | 0% | -2% | -3% | -2 | -14% | 1%
C[C@@H]1C(c2cccc(Cl)c2)=NN(c2ccc(Br)cc2)[C@H]1C(=O)N1CCOC1=O | -16%&-9% | 573%[activator] | -5% | · | -24% | -18% | 0 | · | 1%
COc1ccc2c(c1)CCC/C2=N\OC(=O)c1ccccc1F | 15% | -12% | -4% | 0% | -5% | 2% | -7 | -2% | -4%
COc1cc(NC(=O)NCCn2nnc3cc(S(=O)(=O)N(C)C)ccc32)cc(OC)c1OC | · | -10% | -16%[60.1 µM] | -11% | -22% | 3% | 0 | 4% | 7%
Cc1sc2ncnc(N3CCC(C(=O)NNC(=O)COc4ccc(Br)cc4)CC3)c2c1C | 12% | · | -4% | -13% | -7% | 14% | -2 | · | 10%
COc1ccc(/C=C/c2c([N+](=O)[O-])c(=O)n(C)c(=O)n2C)cc1OC | -5% | -2% | -4% | -11% | -4% | -14% | -1 | 17% | ·
CCOC(=O)N1CCC(NC(=O)c2ccc3c(c2)N(Cc2cc(C)ccc2C)C(=O)c2ccccc2S3(=O)=O)CC1 | · | ? | -12% | -3% | · | -7% | -3 | ? | -1%
COc1ccc(N(C)S(=O)(=O)c2cccc(C(=O)NC3CCCC(C)C3C)c2)cc1 (centres undefined) | -2% | · | -4% | 1% | -26% | -24% | -1 | · | 12%
CCN(CC(=O)Nc1cccc(Br)c1)Cc1nc2ccccc2c(=O)[nH]1 | 0% | -10% | -4% | 1% | -5% | -12% | -3 | 3% | 2%
Cc1ccc(NC(=O)C2(N3CCC3=O)CCCCC2)cc1 | 7% | -6% | -7% | 0% | -2% | -4% | -4 | 9% | -1%
CC1CCN(Cc2ccc(-c3nnn(CC(=O)Nc4ccccc4Cl)n3)cc2)CC1 | 2% | -13% | -13% | -4% | -7% | -7% | 2 | 0% | 1%
COc1ccc(OC)c(Cc2nnc(CCC(=O)N3CCCCCC3)o2)c1 | 14% | -24% | -6% | -6% | 1% | -15% | -4 | 8% | 12%
NC(=S)COc1ccccc1 | -4% | 2% | -4% | ? | -5% | -16% | 0 | 0% | 9%
O=Cc1ccc(N2CCCC2)c(F)c1 | 3% | -19% | 3% | -20% | 12% | 22% | 0 | 4% | 6%
CCOc1cc(CNCc2ccccn2)cc(Cl)c1OC | -3% | -3% | -5% | -2% | -1% | 13% | -2 | -9% | -4%
COc1nc(-c2ccccc2)ccc1-c1noc(-c2ccccc2F)n1 | -1% | 1% | -1% | 109%[activator] | 1% | 23% | -2 | 40% | 4%
CN(C)c1ccc(/C=C(/NC(=O)c2ccccc2)C(=O)N2CCCC2)cc1 | 22% | -6% | -2% | ? | -17% | 1% | 6 | 4% | 8%
S=c1[nH]nc(COc2ccc(Cl)cc2)n1C1CCCCC1 | 19% | 6% | -15% | ? | -2% | -1% | -9 | 32% | ·
COc1ccc(C(=O)/C=C/Nc2cc(C)ccn2)cc1 | -5% | -3% | -10% | -94% | -17% | -15% | -1 | -3% | -3%
CCOc1ccc(N2C(=O)CC(Sc3nc(CC(C)C)ccc3C#N)C2=O)cc1 (centres undefined) | 2% | ? | -3% | -26% | -22% | ? | 3 | 32% | 15%
CCOc1ccc(CCNC(=O)COC(=O)c2ccc(OC)c(OC)c2OC)cc1OCC | 0% | -3% | -3% | 4% | -19% | -22% | -5 | -7% | -2%
COC(=O)C1C(=O)c2c([nH]c(C(=O)OCCSC)c2C)CC1C (centres undefined) | 2% | -16% | -23% | 8%[57.4 µM] | -17% | 8% | -2 | 15% | 5%
CSc1ccccc1NC(=O)c1ccc(CN2CCOCC2)cc1 | 1% | -7% | 0% | -2% | -1% | -19% | -11 | 2% | 1%
CC1CCN(C2=C(NS(=O)(=O)c3ccccc3)C(=O)c3ccccc3C2=O)CC1 | ? | -8% | -19% | ? | -15% | -34% | 34 | ? | -7%

New compounds follow
SMILES | APEX1 inh | Anesthetic bind | Pol kappa inh | ALOX12 inh | Pol eta inh | RGS4 inhibitor | LDHA inh | POLB inh | ERG Ets-DNA blk
CCOC(=O)Cc1c(C)nc2c(-c3ccccc3)cnn2c1C | 0% | 14% | -9% | 8% | -11% | 15% | -6 | -16% | -5%
CCOC(=O)Nc1ccc(NC(=O)c2c(OC)cccc2OC)cc1 | 1% | -5% | -5% | 22% | -4% | 32% | -4 | -3% | ·
CCOc1ccc(OCCN(C)Cc2ccccc2)cc1 | 5% | 6% | -5% | ? | -9% | -15% | -12 | -3% | 3%
CSc1ccc(CN(C)C(=O)c2cc(=O)c3ccccc3o2)cc1 | 10% | -5% | -7% | -9% | -5% | 30% | 0 | 14% | -3%
O=C(CSc1nnc(-c2ccncc2)n1Cc1ccccc1)NC1CCCc2ccccc21 (centres undefined) | -1% | 0% | -9% | 13% | -9% | -3% | -7 | 34% | 1%
CCSc1nnc(-c2ccc(S(=O)(=O)N3CCOCC3)cc2)n1CC1CCCO1 (centres undefined) | 2% | -1% | -1% | -6% | -17% | 24% | -9 | -14% | -2%
CCCN(C(=O)CSc1nc2ccccc2n1CC)C1CCS(=O)(=O)C1 (centres undefined) | -3% | -9% | -2% | 335%[activator] | -12% | 12% | -6 | 0% | 6%
COC(=O)[C@@]12CCCN1[C@H](c1ccc(-c3ccccc3)cc1)[C@@H]1C(=O)N(C)C(=O)[C@@H]12 | 7% | · | -8% | -29% | 1% | -31% | -2 | · | 12%
CCCn1c(SCC(=O)N(C)CC(=O)Nc2ccc(C)cc2)n[nH]c1=O | 33% | · | 16% | 358%[activator] | -13% | -12% | 0 | · | 1%
CC(C)(C)c1ccc(C2(C)NC(=O)NC2=O)cc1 (centres undefined) | 22% | -15% | -3% | -22% | -14% | 13% | -4 | 32% | -6%
CCOC(=O)C1C(=O)C=C(/C=C/c2ccccc2)CC1c1ccc(Cl)cc1 (centres undefined) | 16% | -17% | -14% | 29% | -8% | -21% | -3 | 35% | -10%
CCN(CC)c1ccc(/C=N/NC(=O)Cc2nnc(NC(=O)Nc3ccccc3)s2)cc1 | -7% | 116%[activator] | -14% | -9% | -4% | 13% | -5 | -2% | 14%
O=C(NCC(=O)N1CCN(C(=O)c2ccco2)CC1)c1ccc(Cl)cc1 | 19% | · | -16% | -14% | -18% | 1% | -2 | · | 10%
COc1ccc(CCNC(=O)CSc2nnnn2-c2cccc(C(C)=O)c2)cc1OC | · | -9% | -8% | 13%&-16% | · | -33% | 4&-13 | 24% | -3%
Cc1ccc(S(=O)(=O)c2nc(-c3ccco3)oc2NCC2CCCO2)cc1 (centres undefined) | -6% | 1% | 1% | 0% | -11% | -7% | -1 | 0% | 4%
S=C1NC2(CCCCC2)Nc2ccccc21 | 1% | 11% | -7% | 0% | 4% | -3% | -3 | 2% | 0%
CC(=O)Nc1ccc(NC(=O)C(F)(F)F)cc1 | 9% | -1% | -7% | 0% | -7% | -14% | -3 | -27% | -9%
COc1cc(OC)cc(-c2c(-c3ccc(C(C)=O)cc3)c3cc(-c4cccc5[nH]ccc45)ccc3n2C)c1 | -4% | · | 5% | 0% | 0% | -13% | 0 | · | 4%
Cc1ccc(C)c(N2CCN(C(=O)c3ccc(Cn4c(=S)[nH]c5ccc(N6CCOCC6)cc5c4=O)cc3)CC2)c1 | ? | 0% | -1% | ? | -8% | -15% | -5 | 17% | -20%
Cc1ccc(C(=O)NCC(=O)N/N=C/c2sccc2C)cc1[N+](=O)[O-] | -5% | ? | -13% | 455%[activator] | -5% | 14%[56.9 µM] | -6 | 0% | -1%
CCC(C(=O)OC)n1cnc2c(nnn2-c2ccc(OC)cc2)c1=O (centres undefined) | 14% | -14% | -16% | 11% | -10% | -23% | -10 | 0% | -1%
CCOC(=O)c1cc(-c2ccc(F)cc2)n(CC(=O)N2CCCC2)c1C | 15% | 4% | -6% | 1% | -24% | -14%[11.4 µM] | 3 | 22% | 6%
c1ccc2oc(NC3=NCN(CC4CCCO4)CN3)nc2c1 (centres undefined) | 0% | -3% | 2% | ? | -9% | -23% | -2 | 4% | 2%
Cc1ccc(C(=O)NCC(C)(C)N2CCOCC2)s1 | -1% | -4% | -1% | -7% | -9% | -16% | -5 | 2% | 3%
COC(=O)c1ccc(Oc2coc3cc(OCc4ccc([N+](=O)[O-])cc4)ccc3c2=O)cc1 | -1% | -6% | -22% | ? | ? | 15% | 4&-7 | ? | -2%

In the list so far, these contain bromine:
SMILES | APEX1 inh | Anesthetic bind | Pol kappa inh | ALOX12 inh | Pol eta inh | RGS4 inhibitor | LDHA inh | POLB inh | ERG Ets-DNA blk
C[C@@H]1C(c2cccc(Cl)c2)=NN(c2ccc(Br)cc2)[C@H]1C(=O)N1CCOC1=O | -16%&-9% | 573%[activator] | -5% | · | -24% | -18% | 0 | · | 1%
Cc1sc2ncnc(N3CCC(C(=O)NNC(=O)COc4ccc(Br)cc4)CC3)c2c1C | 12% | · | -4% | -13% | -7% | 14% | -2 | · | 10%
CCN(CC(=O)Nc1cccc(Br)c1)Cc1nc2ccccc2c(=O)[nH]1 | 0% | -10% | -4% | 1% | -5% | -12% | -3 | 3% | 2%

Source: PubChem BioAssay (National Center for Advancing Translational Sciences (NCATS))
